Mtb RmlCD inh: M. tuberculosis RmlC/RmlD inhibition; 0.03% of 160,000 active; RmlC+RmlD coupled enzyme assay, percent inhibition; primary screen in compound mixtures; inhibition, % at 3.6 µM; in the data active = inhibition mostly above about 34%, no sharp cut-off; also: some results filed as inactive read as strong as hits
Target sequence (P9WH09 whole entry, looked up): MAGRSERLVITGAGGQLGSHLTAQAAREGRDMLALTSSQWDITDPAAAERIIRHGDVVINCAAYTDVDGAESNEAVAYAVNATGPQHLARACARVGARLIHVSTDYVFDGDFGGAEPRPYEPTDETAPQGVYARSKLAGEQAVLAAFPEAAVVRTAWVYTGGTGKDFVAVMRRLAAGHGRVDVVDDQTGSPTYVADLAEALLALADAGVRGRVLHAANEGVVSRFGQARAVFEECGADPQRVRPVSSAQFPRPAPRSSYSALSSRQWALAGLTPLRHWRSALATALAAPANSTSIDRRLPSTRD
Target sequence (P9WH11 whole entry, looked up): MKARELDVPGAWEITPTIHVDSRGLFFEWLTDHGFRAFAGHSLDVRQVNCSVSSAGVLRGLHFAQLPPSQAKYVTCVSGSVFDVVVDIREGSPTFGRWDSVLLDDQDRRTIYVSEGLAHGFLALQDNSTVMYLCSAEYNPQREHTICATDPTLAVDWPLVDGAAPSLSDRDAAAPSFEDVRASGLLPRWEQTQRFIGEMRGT
GlmU inhibition: inhibition of mycobacterial GlmU enzyme – biochemical, glucosamine-1-phosphate acetyltransferase (AID 1376). 0.25% of 220,000 active. M. tuberculosis GlmU acetyltransferase enzyme assay; higher % means a stronger effect. inhibition, %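 (tested at 30 µM in the primary screen)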, or IC50 in µM where a hit was titrated; in the data active = inhibition above about 13%;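 also: 0% = complete reaction with vehicle and 100% = reaction without substrate; strong numbers were not always called active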
* = called active by the depositor; · = no result given; & = joins results of further samples.

SMILES	Mtb RmlCD inh	GlmU inhibition
COc1ccc(F)cc1C(=O)C1CCCN(C(=O)CCN2CCCCO2)C1 (configuration not stated)	1	-0.6%
Cc1nc2ccccc2nc1OCC(=O)Nc1ccccc1	13	0.5%
NC(=O)NNC(=S)Nc1cccc2ccccc12	·	4.5%
Cc1cc(C(F)(F)F)nc(NCc2ccc(F)cc2)n1	·	2.0%
Cc1cc(C)nc(-n2nc(C)c(Sc3ccc(F)cc3)c2N)n1	10	1.7%
Cc1ccccc1-n1c(SCC(=O)N2CCOCC2)nc(O)cc1=O	·	-0.4%
CCc1ccc2nc(NC(=O)Cn3cnc4ccccc4c3=O)sc2c1	4	3.5%
O=C(Nc1ccccc1)O/N=C1/CCCc2occc21	-8	5.2%
Cc1ccc(NC(=O)CN(C)Cc2ccc(F)cc2)c([N+](=O)[O-])c1	7	3.3%
O=S(=O)(Nc1ccc2c(c1)nc1n2CCN(Cc2ccccc2)C1)c1ccccc1	·	4.9%
Cc1ccccc1CN1C(=O)[C@@H]2Cc3c([nH]c4ccccc34)C(C)(C)N2C1=O	·	-0.7%
CC(=O)NCCn1c(SCc2ccccc2C)nc2ccccc2c1=O	-7	-1.5%
Cc1ccc(S(=O)(=O)NCCC(=O)NCc2ccccc2)cc1	·	-0.4%
CCOc1ccc2nc(NC(=O)CN3CCN(C)CC3)sc2c1	75	0.3%
C/C1=C\[C@@H](C)C/C=C/[C@H]2[C@@H]3O[C@]3(C)[C@@H](C)[C@H]3[C@H](Cc4c[nH]c5ccccc45)NC(=O)[C@]32C(=O)/C=C/C(=O)[C@@H]1O	6	6.2%
COC(=O)c1sc2nc(-c3ccccc3)nc(N3CCN(C)CC3)c2c1C	1	-4.0%
CSc1sc(C(=O)Nc2ccc(F)cc2F)c2c1C=CCC2	-9	-2.5%
O=C(CN1CCNCC1)Nc1ccc(Oc2ccccc2)cc1	15	2.7%
O=C(NCCCN1CCCC1=O)c1cc(-c2ccc3c(c2)OCO3)nc2ccccc12	-9	1.1%
CC(=O)Nc1ccc(S(=O)(=O)Nc2cccn(Cc3ccc(C)cc3)c2=O)cc1	-7	4.2%
CC1=CC(C)(C)NC(=S)N1c1ccccc1C	-10	1.6%
CC(=O)c1ccc(-c2ccc(/C=C(/Sc3n[nH]c(C)n3)C(=O)O)o2)cc1	-8	·
C[C@H]1CCC[C@@]2(O[C@@H](CCO)C[C@@H](O)[C@@H]2O)O1	-4	2.0%
Cc1ccc(-c2ccc(=O)n(CCC(=O)NCCN3CCCCC3C)n2)cc1 (configuration not stated)	·	-2.8%

Reformatted: results already given
SMILES | Mtb RmlCD inh | GlmU inhibition
Cc1ccc(S(=O)(=O)NCCC(=O)NCc2ccccc2)cc1 | · | -0.4%
CCOc1ccc2nc(NC(=O)CN3CCN(C)CC3)sc2c1 | 75 | 0.3%
C/C1=C\[C@@H](C)C/C=C/[C@H]2[C@@H]3O[C@]3(C)[C@@H](C)[C@H]3[C@H](Cc4c[nH]c5ccccc45)NC(=O)[C@]32C(=O)/C=C/C(=O)[C@@H]1O | 6 | 6.2%
COC(=O)c1sc2nc(-c3ccccc3)nc(N3CCN(C)CC3)c2c1C | 1 | -4.0%
CSc1sc(C(=O)Nc2ccc(F)cc2F)c2c1C=CCC2 | -9 | -2.5%
O=C(CN1CCNCC1)Nc1ccc(Oc2ccccc2)cc1 | 15 | 2.7%
O=C(NCCCN1CCCC1=O)c1cc(-c2ccc3c(c2)OCO3)nc2ccccc12 | -9 | 1.1%

The listing continues:
SMILES	Mtb RmlCD inh	GlmU inhibition
Cc1nc(NCCNC(=O)c2ccco2)c2c(C)c(C)sc2n1	·	1.1%
COc1ccccc1-n1c(N)cc(=O)nc1SCC(=O)Nc1cc(C)on1	2	-5.3%
CC(=O)c1ccc(OCC(O)CN2CCC(C)CC2)cc1 (configuration not stated)	9	-3.8%
CCOC(=O)c1cccc(NC(=O)CSc2nnc(C3CCCCC3)n2C)c1	·	6.0%
Cc1ccc(OCc2ccc(Br)cc2)c([N+](=O)[O-])n1	4	-0.5%
Cc1c(C(c2ccc(F)cc2)c2c(O)c3ccccc3oc2=O)c(=O)n(-c2ccccc2)n1C (configuration not stated)	·	2.0%
CCOC(=O)C1=C(C)NC(=O)NC1c1ccc(OC(=O)c2ccco2)cc1 (configuration not stated)	·	2.2%
Cc1ccc(S(=O)(=O)/N=C(/NC(=S)Nc2ccccc2)c2ccccc2)cc1	-4	-0.5%
Nc1ccccc1N=Cc1ccc(-c2cccc(Cl)c2)o1	11	1.8%
Cc1ccc(-c2nnn(CC(=O)N3CCCc4ccccc43)n2)cc1	-9	-1.5%
O=C(CC1S/C(=N/N=C/c2ccco2)NC1=O)Nc1ccccc1 (configuration not stated)	13	3.3%
Cc1[nH]c2ccccc2c1SCc1n[nH]c(=S)n1C	-16	2.0%
CCC(C)(C)NC(=O)c1ccc(S(=O)(=O)N2CCCCCC2)cc1	-3	-2.5%
O=C(CN1CCOCC1)N1CCCc2ccccc21	4	0.8%
O=C(NCCC1=CCCCC1)c1ccc(CN2CCOCC2)cc1	-8	-1.1%
CS(=O)(=O)N(CC(=O)N1CCCC1)c1ccc(OCc2ccccc2)cc1	·	3.8%
CN(C(=O)Nc1ccc(Cl)cc1Cl)[C@H]1c2cc(Br)ccc2OC[C@H]1CO	-10	3.3%
COc1ccc(-c2nc3c(c(SCC(=O)N4CCOCC4)n2)COC(C)(C)C3)cc1	·	3.9%
COc1ccc(-c2nc(NC(=O)c3ccc(OCC(=O)Nc4ccc(F)cc4)c(OC)c3)sc2C)cc1	8	0.5%
CCOc1ccc(Nc2nc(CC(=O)OC)cc(=O)[nH]2)cc1	-4	1.9%
COc1ccc(-c2nnc(SCC(N)=O)n2N)cc1	·	6.9%
COc1ccc(NC(=O)Cn2c(C)cc(=O)c3ccccc32)cc1	·	3.9%
O=C(CSc1nc2ncccc2[nH]1)NCCc1ccccc1	·	-6.8%
O=C(NC(=S)NCc1cccnc1)c1cccc2ccccc12	-18	2.0%
CCOC(=O)N1CCC(NC(=O)CNS(=O)(=O)c2ccc(Br)s2)CC1	-7	2.1%
CCO/C=C1\SC(=S)N(c2ccc(Cl)cc2)C1=O	8	1.1%
COCCNC(=O)c1ccc(C(=O)C(=O)c2ccccc2)cc1	5	-0.7%
COc1ccc(OC)c(-n2c(=S)[nH]c3cc(C(=O)N4CCCCC4)ccc3c2=O)c1	4	1.6%
CCC(=O)Nc1nnc(/C=C/c2ccc(OC)cc2)s1	70	2.4%
Cn1ccnc1SCC(=O)Nc1nc2c(F)c(F)c(F)cc2s1	-5	1.0%
C=CCOc1ccccc1CNCc1cccnc1	·	-2.5%
CN(c1ccccc1)S(=O)(=O)c1cccc(C(=O)N2CCN(c3ccccn3)CC2)c1	44	-1.9%
CC(=O)c1ccc(N2CCN(CCC#N)CC2)c(F)c1	7	0.1%
Cc1nn2c(-c3ccncc3)ccnc2c1Br	4	4.7%
O=C(Cc1cccs1)NNC(=S)NC(=O)c1ccccc1	6	9.9%
CCCN1CCC(N2CCCC(C(=O)O)C2)CC1 (configuration not stated)	1	-9.6%
C=CC(=O)N=c1sc2ccccc2n1-c1ccccc1	-10	7.1%
CCCCCC1CCC(C(=O)NNC(=S)NCC)CC1 (configuration not stated)	-4	-0.3%
CC(C)CCOc1ncnc2c1sc1nc3c(cc12)CSC(C)(C)C3	·	7.4%
O=C(NCCN1CCC(Cc2ccccc2)CC1)C1CCCN(S(=O)(=O)c2cnc[nH]2)C1 (configuration not stated)	7	1.4%
C=CCNC(=O)/C(=C\c1ccc2c(c1)OCO2)NC(=O)c1ccc(Br)cc1	-9	·
Cc1ccc(C(=O)Nc2ccc(S(=O)(=O)N3CCN(C)CC3)cc2)cc1	·	2.3%
Cc1cc(C(C)(C)C)cc(C)c1COC(=O)C1CCC(=O)N1 (configuration not stated)	·	3.5%
Nc1nc(-c2ccco2)nc(N2CCCCC2)n1	·	-0.1%
O=C1C(Oc2ccc(Cl)cc2)C(c2ccc3c(c2)OCO3)N1CC1CCCO1 (configuration not stated)	-9	1.0%
CCOC(=O)C1CCN(c2nc3c(C)cccn3c(=O)c2/C=C(\C#N)S(=O)(=O)c2ccccc2)CC1	7	5.3%
COCCN(CC(=O)Nc1ccccc1C)S(=O)(=O)c1ccc(S(=O)(=O)N2CCCC2)cc1	-12	·
COc1ccc(-c2nnc3sc(C(C)N4C(=O)c5ccccc5C4=O)nn23)cc1 (configuration not stated)	-9	2.5%
CCC1(CC)Cc2ccccc2C(N)=C1C#N	·	2.0%
CCn1nc(C)c(NC(=O)c2ccc(Cl)cc2)c1C	7	-0.4%
Cc1oc(-c2ccccc2Cl)nc1CS(=O)CC(=O)NCc1cccs1 (configuration not stated)	8	2.1%
O=C(CSc1nnc(-c2c[nH]c3ccccc23)o1)c1ccc(-c2ccccc2)cc1	-7	3.6%
O=C1CC(C(=O)NC2CCCCC2)C2(CCCCC2)O1 (configuration not stated)	·	0.2%
COc1cccc(C(=O)Nc2nc(SCc3ccc(Cl)cc3)n[nH]2)c1	-7	·
O=C(Nc1cnn(Cc2ccc(Cl)cc2Cl)c1)c1cc(-c2cccs2)on1	-2	-1.3%
O=C(NCc1cccnc1)/C(=C/c1ccc(-c2ccc(Cl)cc2)o1)S(=O)(=O)c1ccccc1	22	-1.0%
COc1ccc(CN2CCN(S(=O)(=O)c3ccc(NC(C)=O)cc3)CC2)cc1OC	8	2.4%
Cc1csc(=Nc2c(C)n(C)n(-c3ccccc3)c2=O)n1Cc1ccccc1	·	-0.6%
O=C(OCC(=O)N1N=C(c2ccc(Cl)cc2)CC1c1ccco1)c1ccco1 (configuration not stated)	-8	2.9%
COc1ccc(C(=O)N2CCN(S(=O)(=O)c3cc(Cl)ccc3OC)CC2)cc1	·	1.5%
(next part)
SMILES	Mtb RmlCD inh	GlmU inhibition
CCCCNC(=S)Nc1ccccc1Cc1ccccc1	0	-1.7%
CCOc1ccccc1C1CC(=O)Nc2c1c(=O)n(C)c(=O)n2C (configuration not stated)	-6	-3.4%
O=C(NC(=S)NCCN1CCOCC1)c1cccc(Cl)c1	26	7.2%
O=C(C1CCCN(S(=O)(=O)Cc2ccccc2)C1)N1CCC(Cc2ccccc2)CC1 (configuration not stated)	-8	-5.3%
CCOC(=O)Nc1cccc(Nc2ccccc2)c1	10	1.5%
CCOC(=S)SCC(=O)Nc1nc(-c2ccc(Br)cc2)cs1	·	2.5%
CC(=O)Nc1c(I)c(NC(C)=O)c(I)c(C(=O)O)c1I	·	1.3%&-2.4%
C/C(=N\N=C1\NC(=O)CC(C(=O)O)S1)c1ccc(F)cc1 (configuration not stated)	2	0.5%
CS(=O)(=O)N1CCN(C2CCN(Cc3ccccc3)CC2)CC1	·	-4.2%
CS(=O)(=O)c1ccc(Sc2nc3ccccc3s2)c([N+](=O)[O-])c1	-1	-3.9%
CC(C)=CCN1CCN(Cc2cccc3c2OCO3)CC1CCO (configuration not stated)	0	3.2%
C=C(C)CSc1nnc([C@@H]2CCCN2)o1	-4	3.7%
COc1ccc(CCNC(=O)Cn2c(=O)n(-c3ccc(C)c(F)c3)c(=O)c3sccc32)cc1OC	4	4.4%
COc1ccc(/C=N/NC(=O)Nc2cccc3nsnc23)cc1	-6	-1.1%
CN(C)CCCN=Cc1c(O)n(CCc2ccc(F)cc2)c(=O)[nH]c1=O	-7	1.3%
Cc1nn(C)c(Cl)c1C(=O)NC(C(=O)O)c1ccccc1 (configuration not stated)	·	1.0%
c1ccc(C2c3[nH]c4ccccc4c3CCN2Cc2cccn2-c2cccnc2)nc1 (configuration not stated)	-9	4.8%
COc1ccccc1NC(=O)COC(=O)c1ccc2c(c1)nc(C)n2-c1ccccc1	4	-1.4%
CCOC(=O)C1=C(C)NC(SCC(=O)O)=C(C#N)C1c1ccco1 (configuration not stated)	·	-5.1%
CN(C)c1ccc(/C=C/C=N/Nc2nc(N3CCOCC3)nc(N3CCOCC3)n2)cc1	3	-7.3%
CCC(CC)C(=O)Nc1ccc(Cl)c(Cl)c1	5	6.2%
O=C(c1ccc(-c2ccccc2)cc1)C1CCCN(Cc2ccn[nH]2)C1 (configuration not stated)	-6	3.9%
N#CCCN(Cc1cccnc1)C(=S)Nc1ccc(OC(F)F)cc1	7	-2.9%
CC1CN(C(=O)/C=C/c2ccc([N+](=O)[O-])s2)CC(C)O1 (configuration not stated)	-7	4.0%

Six entries drawn at random from the list so far:
SMILES	Mtb RmlCD inh	GlmU inhibition
c1ccc(C2c3[nH]c4ccccc4c3CCN2Cc2cccn2-c2cccnc2)nc1 (configuration not stated)	-9	4.8%
Cc1nn2c(-c3ccncc3)ccnc2c1Br	4	4.7%
O=C(Cc1cccs1)NNC(=S)NC(=O)c1ccccc1	6	9.9%
O=C(CN1CCNCC1)Nc1ccc(Oc2ccccc2)cc1	15	2.7%
C[C@H]1CCC[C@@]2(O[C@@H](CCO)C[C@@H](O)[C@@H]2O)O1	-4	2.0%
Cc1nc2ccccc2nc1OCC(=O)Nc1ccccc1	13	0.5%

Remaining list, next part.
SMILES	Mtb RmlCD inh	GlmU inhibition
O=C(O)CCn1[nH]c(=O)c2ccccc2c1=O	·	0.0%
COc1cc(C)nc(N(Cc2ccccc2)S(=O)(=O)c2ccccc2)n1	-3	2.2%
O=C1CC(N(O)c2ccccc2)C(=O)N1Cc1ccccc1 (configuration not stated)	-11	8.2%
CCCn1c(SCc2ccc(Cl)cc2)nc2c1c(=O)[nH]c(=O)n2C	-14	-5.8%
OC(CNCC1CCCO1)Cn1c2ccccc2c2ccccc21 (configuration not stated)	13	-4.5%
COc1ccc(OC)c(C(O)c2nc3ccccc3n2C(C)C)c1 (configuration not stated)	·	-5.5%
Cc1ccc(CN2CCN(/N=C/c3ccc(C(F)(F)F)cc3)CC2)c(C)c1	·	-0.1%
Cc1cc2ncn(CS(C)(=O)=O)c2cc1C	1	1.3%
COc1cc(NC(=O)CSc2nc(C)c(C)c(C)n2)c(C)cc1[N+](=O)[O-]	-8	-1.9%
O=C(CCl)N(CCCNC(=O)C(F)(F)F)c1ccc([N+](=O)[O-])cc1	2	2.8%

Screening results deposited in PubChem by several laboratories.

Only part of the results is shown. The share of hits here may be higher or lower than overall.
